NR2E3 ag-1: NR2E3 agonists in two-hybrid cells, primary screen, cell-based, luminescence, CHO-S, Gal4-NCOR/VP16-NR2E3; Photoreceptor-specific nuclear receptor (Homo sapiens), Q9Y5X4; luciferase; inhibition of corepressor binding, % at 3.98 µM; actives 0.35% (n = 360,000); AID 602229, 2012;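 active = inhibition above the mean of all tested compounds plus 3 SD, cut at about 70% in these data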;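 note: 0% = DMSO with NR2E3 transfected cells and 100% = cells lacking NR2E3 construct; higher means lower luciferase signal from less NR2E3 corepressor binding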
Target sequence (Q9Y5X4 whole entry, looked up, the tested form may be a part): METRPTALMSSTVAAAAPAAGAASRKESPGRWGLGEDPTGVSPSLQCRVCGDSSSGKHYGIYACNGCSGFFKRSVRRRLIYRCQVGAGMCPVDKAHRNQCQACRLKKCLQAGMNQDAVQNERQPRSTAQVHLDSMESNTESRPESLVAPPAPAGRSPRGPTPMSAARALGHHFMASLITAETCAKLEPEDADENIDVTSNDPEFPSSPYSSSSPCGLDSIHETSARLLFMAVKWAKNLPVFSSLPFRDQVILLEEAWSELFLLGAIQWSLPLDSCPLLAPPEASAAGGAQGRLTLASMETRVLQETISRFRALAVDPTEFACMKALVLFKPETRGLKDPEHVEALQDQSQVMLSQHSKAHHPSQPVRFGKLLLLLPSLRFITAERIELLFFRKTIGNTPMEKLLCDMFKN
NR2E3 ag-2: inhibitors of NR2E3-RetCOR corepressor binding, primary screen, NR2E3 agonist project, biochemical, TR-FRET, GST-NR2E3, biotin-RetCOR. inhibition of corepressor binding, % at 4.78 µM. 1536-well. AID 2300, 2010. actives 0.12% (n = 320,000). Photoreceptor-specific nuclear receptor (Homo sapiens), Q9Y5X4;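 active = percent inhibition above the cutoff of mean plus 3 SD of all tested compounds, set per screening campaign, cut at about 20% in these data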;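 note: 0% = DMSO wells and 100% = biotin wells as full block of FRET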
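System: GST-tagged NR2E3 plus biotinylated RetCOR corepressor; Buffer or medium: pH 7.5 Tris-based buffer; Probe or stimulus: RetCOR corepressor, biotinylated, 7 nM; Doses: compound at 4.8 µM, single dose; Schedule: 5 h incubation at 4 °C; Technique: time-resolved FRET; Evaluation: percent inhibition of TR-FRET ratio; Replication: one well per compound, singlicate testing.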
TWEAK-Fn14 inh: inhibitors of TWEAK-Fn14 signaling, primary screen, luciferase reporter cells, uHTS; TWEAK-stimulated Fn14 reporter cells, luciferase luminescence, 8 h; inhibition, % at 10 µM; actives 2% (n = 360,000); in the data active = inhibition above about 50%
aDG glyco up: activators of alpha-DG glycosylation, primary screen, uHTS, Pro5-aDG cells, AlphaScreen; AID 624168, 2012; actives 0.22% (n = 360,000); alpha-DG glycosylation AlphaScreen (IIH6); 0% Pro5, 100% B10-LARGE cell signal; activation, % at 10 µM;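 active = activation of at least 8% versus controls, or a plate z-score of at least 8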;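 note: Pro5 are CHO cells carrying HIG-tagged alpha-DG that lacks glycosylation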
KKLEB tox: cytotoxicity in KKLEB CF airway cells, primary screen, cytotoxicity control for CF NF-kB inhibitor project, cell-based, uHTS, fluorescence assay plates. actives 0.36% (n = 360,000). activity change (cytotoxicity), % at 5 µM. KKLEB CF airway cells viability, ATPlite luminescence, overnight; hits give low values; cells stimulated with P. aeruginosa culture filtrate;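 active = corrected activity change at or below -50% at 5 µM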
Shn3 inh set2: reduction of Shn3 3'UTR firefly luciferase signal, primary screen, Schnurri-3 inhibitor project, cell-based, Clone20 osteoblasts, set 2. inhibition, % at 12.5 µM. Clone20 osteoblast Shn3 3'UTR firefly luciferase, 24 h. actives 0.52% (n = 360,000);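 active = mean inhibition of at least 75% with every replicate also reaching 75%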;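 note: 0% = median of neutral control wells and 100% = pilot-screen positive control compound; some compounds past the cut are filed as inactive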
HIF-2a inh: HIF-2a reporter inhibitors, primary screen, luminescence, 786-0 RCC cells; actives 0.72% (n = 360,000); AID 624352, 2012; inhibition, % at 18.8 µM; 786-0 RCC cells HIF-2a reporter, luciferase luminescence, overnight;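 active = inhibition of the luminescence signal of 40% or more relative to plate controls, in a single-dose primary screen at 18.75 µM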
iPSC survival up: enhancers of single-cell hiPSC survival, primary screen, ATPlite luminescence | 100% = ROCK inhibitor wells, 0% = DMSO | survival enhancement, % at 20 µM | actives 0.044% (n = 360,000) | AID 602274, 2012; in the data active = survival enhancement above about 18%;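 note: cells exposed to compounds for 16 hours before the ATP read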
CF NFkB block: inhibitors of PAF-induced NF-kB signaling, primary screen, cell-based, GFP fluorescence, uHTS; AID 588850, 2011; inhibition, % at 5 µM; actives 0.86% (n = 360,000); KKLEB NF-kB-GFP reporter, GFP fluorescence overnight;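 active = at least 50% inhibition at 5 µM, scaled per plate between neutral and stimulator controls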;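 note: PAF is a Pseudomonas aeruginosa culture filtrate used as stimulus; plate controls were PAF-stimulated DMSO wells for no effect and unstimulated DMSO wells for full effect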
TRPM1 prom inh: inhibitors of MITF-dependent TRPM1 promoter reporter, primary screen, cell-based, SK-MEL-5, single point, luciferase | SK-MEL-5 TRPM1 promoter luciferase, 24 h | inhibition, % at 12.5 µM | actives 0.83% (n = 330,000) | AID 488899, 2010;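 active = mean inhibition across replicates of 60% or more, whatever share of single replicates reaches that level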; note: values of inactives mirror those of a sister screen read the other way
Peg3 promoter: Peg3 promoter-driven luciferase inhibitors, primary screen, cell-based, HeLa, luciferase luminescence; HeLa PEG-Prom luciferase reporter, overnight; inhibition, % at 20 µM; actives 1.7% (n = 360,000);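 active = inhibition of at least 50% at 20 µM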
An asterisk follows results filed as active; · = no result given. Random draw from the library; overall some 4.4% were active at least once.

entry	canonical_smiles	NR2E3 ag-1	TRPM1 prom inh	NR2E3 ag-2	Peg3 promoter	HIF-2a inh	Shn3 inh set2	iPSC survival up	aDG glyco up	CF NFkB block	TWEAK-Fn14 inh	KKLEB tox
1	O=C(c1ccccc1)N1CCN(C2c3cccc4cccc(c34)C2NS(=O)(=O)c2ccccc2)CC1 (centres undefined)	6.1	8.2	-0.2	32.7	20.8	-17.2	1.9	-0.2	18.4	26.8	12.5
2	Cc1cc(Br)cn2c(Cc3cccc(F)c3)c(-c3ccc(C#N)cc3)nc12	-3.4	·	·	·	4.1	·	-0.7	0.1	·	9.6	·
3	CCN(CC(=O)Nc1ccc(NC(C)=O)cc1)CC(=O)Nc1cccc(Cl)c1	0.7	12.0	1.6	1.5	15.8	10.0	1.1	0.1	-12.0	-7.9	-0.7
4	CN(C(=O)C1CCCCC1)C1(C)CCS(=O)(=O)C1 (centres undefined)	-25.5	3.1	-2.6	-2.3	-2.7	0.8	-0.2	-0.1	-10.2	6.4	4.1
5	CC(C)c1onc(C(=O)Nc2cccnc2Cl)c1[N+](=O)[O-]	11.7	15.1	4.8	1.9	5.0	3.4	2.2	0.1	7.0	25.7	8.8
6	CC(Sc1ncn[nH]1)C(=O)NCc1ccccc1 (centres undefined)	-3.8	-0.2	0.6	-13.8	-1.3	9.8	0.0	0.9	-28.5	0.3	9.6
7	Cc1cc(C)c(NC(=O)COC(=O)C2=COCCO2)c(C)c1	-7.2	·	·	-2.3	7.7	-4.2	-2.3	0.7	-0.6	19.1	1.6
8	COC(=O)C(Cc1cccc(C)n1)(c1ccccc1)c1ccccc1	23.3	1.5	·	36.0	18.2	18.1	-0.3	0.2	4.5	8.6	-10.5
9	COC(=O)Cc1ccc(NC(=S)N2CCN(CCO)CC2)cc1	-7.7	-2.8	5.3	-1.7	15.3	-22.6	-0.8	0.0	-10.1	4.1	10.0
10	Cc1ccc([C@H]2C[C@@H](O)[C@H](n3cc(COC(=O)c4ccccc4)nn3)CN2C(=O)c2cccs2)cc1	-19.7	·	·	-5.7	-1.9	-2.9	0.5	0.2	-23.1	-4.4	3.2
11	CCOC(=O)C1(Cc2ccc(Cl)cc2)CCN(C(=O)C2CCCO2)CC1 (centres undefined)	20.8	1.0	2.0	-1.9	-13.2	3.4	0.5	0.4	-12.6	-13.9	6.9
12	CCN1CCN(S(=O)(=O)c2ccc(Cl)c(C(=O)Nc3ccccc3N3CCCC3)c2)CC1	12.3	4.2	-0.4	-5.1	4.7	15.7	-0.4	0.5	6.9	9.8	1.9
13	C/C(=N\Nc1nc(N)cc(Cl)n1)c1cccc([N+](=O)[O-])c1	-32.4	-28.2	3.8	-88.8	-151.1	-39.7	1.9	-0.2	-3.6	-11.7	-11.2
14	O=C1c2cccc3c(O)ccc(c23)C(=O)N1Cc1ccccc1	63.7	-7.9	1.1	18.4	-0.8	-4.8	-0.6	0.7	1.5	16.1	16.6
15	CCOC(=O)[C@H]1[C@H]2COc3cc(OC)ccc3[C@@H]2N2C(=O)CN(C)C(=O)[C@@]12C	-5.2	4.9	·	1.8	11.7	19.0	1.3	-0.1	3.1	1.5	0.6
16	Cc1ccc(C)c(OCC(=O)Nc2cc(C)on2)c1	-29.4	-78.2	2.6	-195.9	-195.9	-45.6	1.0	0.2	-1.1	-7.5	-5.3
17	CCc1ccc(OCc2nnc(SCC(=O)NCC3CCCO3)n2C)cc1 (centres undefined)	0.4	-5.4	2.7	-7.5	-6.2	-2.1	-0.5	0.0	7.9	1.9	4.8
18	COc1ccccc1CNC(=O)CSc1nnc2c(Cl)cc(C(F)(F)F)cn12	-20.1	-9.1	-5.1	7.1	17.6	0.9	1.7	0.1	5.3	15.0	-12.6
19	Cc1nn(CCC#N)c(C)c1Oc1ccccc1O	-21.4	-0.9	2.0	0.0	15.3	-2.7	2.0	1.5	-18.2	2.5	-7.8
20	CCc1nnc(NC(=O)c2ccc(-c3ccc(C(C)=O)cc3)o2)s1	-50.1	0.1	0.0	-16.6	-19.6	-2.5	-1.0	-0.1	-8.2	-7.8	3.8
21	CSc1nccc(NC(=O)c2ccc(C(C)(C)C)cc2)n1	43.5	-36.3	-1.2	-261.1	-227.7	62.3	-0.5	3.9	10.4	40.9	-19.3
22	COc1cccc(C(=O)Nc2cccc(-c3ccc(N4CCOCC4)nn3)c2)c1	-107.7	-143.2	3.5	-200.4	-204.6	-59.9	-0.6	-0.1	26.5	-23.1	-27.2
23	COc1ccccc1CNC(=O)c1cn(C)c2ccc(S(=O)(=O)N3CCCC3)cc2c1=O	-10.6	0.1	-0.7	28.6	15.6	23.9	-0.4	0.4	16.2	-0.5	-12.3
24	COc1ccc(N=Nc2c(N)nn(C)c2N)cc1	-99.2	-59.5	·	-289.1	-245.1	-58.9	1.1	-0.3	-15.3	-9.1	-6.8
25	O=S(=O)(N/N=C/c1ccc2c(c1)OCO2)c1ccc(Br)cc1	8.5	-2.4	2.8	-0.2	9.4	-4.6	-0.4	0.3	13.2	-11.4	-5.3
26	COc1ccc(Nc2nc(C)nc3sc4c(c23)CCC4)cc1O	-25.0	19.3	4.8	24.1	6.8	10.3	-0.8	-0.4	-19.7	0.4	0.4
27	Cc1cc(OCC(=O)Nc2ncn[nH]2)ccc1Cl	8.1	-15.9	4.7	-86.8	-158.3	-23.4	-0.4	0.0	6.3	-3.2	2.2
28	C/C(=C\C(=O)C(F)(F)F)Nc1ccc(C)cc1	-14.0	-8.1	-1.6	5.6	1.8	-29.1	-0.3	0.0	0.4	9.2	3.4
29	COCCNC(=O)c1cccc(OC2CCN(Cc3cccc(SC)c3)CC2)c1	7.4	-0.9	-2.9	16.9	20.2	43.4	0.5	-0.1	3.4	-11.1	3.1
30	CC(=O)c1cccc(NC(=O)COc2ccc3oc(=O)cc(C)c3c2)c1	-8.3	-11.3	4.9	-3.6	-9.5	12.2	0.8	0.2	-6.2	-0.5	-8.6
31	CC1(C(=O)NCCc2c[nH]c3ccccc23)CCN1Cc1csc2ccccc12 (centres undefined)	-8.7	·	·	6.5	2.2	8.2	-0.6	0.2	19.2	-59.7	7.1
32	Cc1[nH]nc2c1C(=O)CCC2	-9.7	0.2	-1.4	-0.8	11.9	13.6	3.0	-0.3	-5.0	-1.2	6.0
33	CC(=O)c1cccc(NC(=O)c2ccoc2C)c1	10.5	-5.8	4.2	-15.8	-15.8	-26.5	-0.4	0.6	-32.5	-9.8	12.8
34	COC(=O)C1=C(C(=O)OC)C2(OC1c1ccccc1C)C(=O)c1ccccc1C2=O (centres undefined)	-11.2	9.0	2.0	9.9	10.7	12.1	-3.6	-0.1	-3.7	-20.2	10.1
35	CC(C)CN(C(=O)COC(=O)Cc1ccc(Cl)cc1)c1c(N)n(Cc2ccccc2)c(=O)[nH]c1=O	-4.4	-1.4	-0.8	2.7	5.5	6.3	-0.5	0.3	-7.1	1.6	1.1
36	Cc1sc2ncn(CC(=O)NCC(=O)N3CCN(c4ccccc4F)CC3)c(=O)c2c1C	-38.3	12.4	0.0	2.8	10.8	7.6	-0.6	0.7	3.8	5.7	-6.4
37	O=c1c2ccccc2ncn1CCCCOc1ccc(Br)cc1	-30.5	1.2	-0.3	7.7	5.2	-6.5	-2.3	0.2	15.8	13.9	-5.7
38	Cc1ccc(OCCNC(=O)CCc2ccccc2)cc1C	4.4	11.3	-1.1	-4.7	-9.1	-3.4	1.0	-0.2	-6.9	6.2	-1.0
39	C=CC1=CCN(S(=O)C(C)(C)C)[C@@H]1CCO (some centres undefined)	-56.7	5.5	·	-20.0	13.7	-5.0	-2.2	0.1	-23.9	8.7	22.0
40	COc1ccc(CCN2C(=O)NC(NC(=O)C(C)(C)C)(C(F)(F)F)C2=O)cc1OC (centres undefined)	8.1	3.6	-0.6	7.8	16.2	-26.9	3.0	-0.4	-3.2	-2.3	1.1
41	O=C(NCc1ccco1)c1ccccc1NS(=O)(=O)c1ccc(Br)s1	30.7	3.7	-1.1	6.9	8.9	-17.5	1.8	-0.2	25.7	-3.0	-1.8
42	Cc1ccc(S(=O)(=O)NC(C)(C)C)cc1C(=O)OC(C)C(=O)NC1CC1 (centres undefined)	-36.2	-3.1	-0.3	-4.6	5.9	-1.9	0.4	0.0	-5.1	-3.3	-10.4
43	O=C(O)c1ccccc1CSc1nnc2c(n1)[nH]c1ccccc12	-28.0	7.3	8.3	7.2	3.2	-32.3	-0.6	-0.1	10.4	20.1	-10.8
44	Cc1ccc(NS(=O)(=O)c2ccc(NC(=O)CSc3ccc(Cl)cc3)cc2)c(C)c1	-7.6	6.1	-1.0	17.8	24.6	29.1	-1.3	0.3	-1.2	30.4	2.4
45	CCN1CCN(C(=O)Cn2c(=O)sc3ccccc32)CC1	-14.1	-1.8	-2.4	-13.4	4.1	8.4	3.2	0.0	20.2	19.0	-14.4
46	Nc1nc(-c2ccccc2Br)cs1	9.9	-11.9	2.7	-10.8	-32.5	9.0	-2.9	0.1	-6.6	-27.6	-6.6
47	COc1cc(C)c(Br)cc1S(=O)(=O)NCCN1CCOCC1	-9.0	-15.3	1.8	6.7	2.4	10.3	-2.1	0.0	-7.7	13.6	-3.9
48	O=C1CC(c2ccccc2Cl)C2=C(COC2=O)N1 (centres undefined)	-10.7	5.3	-0.6	8.1	17.4	2.1	-1.5	-0.5	7.4	0.6	-5.2
49	O=C(NC1CCCC1)C1C2C=CC3(CN(Cc4cccs4)C(=O)C13)O2 (centres undefined)	13.9	·	0.1	10.2	14.6	4.7	-1.1	-0.1	-10.2	-10.0	-10.1

Individual results from the entries so far.
`COC(=O)C1=C(C(=O)OC)C2(OC1c1ccccc1C)C(=O)c1ccccc1C2=O` (centres undefined) in NR2E3 ag-2 = 2.0
`COc1cc(C)c(Br)cc1S(=O)(=O)NCCN1CCOCC1` in NR2E3 ag-1 = -9.0
`Nc1nc(-c2ccccc2Br)cs1` in HIF-2a inh = -32.5
